POLI inh = inhibitors of human DNA polymerase iota; AID 588590; Pol iota fluorescent replication assay, 10 min; Potency, µM (doses to about 115 µM), for inactives: at the highest dose activity, negative = inhibition, actives largely listed as inhibitors; Q9UNA4; 1% of 390,000 active
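Pol iota at 10 nM preincubated 15 min with compounds at room temperature; reaction started with fluorescent substrate, 50 nM final. Fluorescence read kinetically at 0 and 10 min; buffer-only wells as negative control.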
POLB inh = DNA polymerase beta (human) inhibition; P06746; 1.3% of 340,000 active; Pol beta primer extension/strand displacement, fluorescence kinetic; Potency, µM (top dose mostly 114 µM), without a hit: at the top dose activity change, negative = inhibition, usual class: inhibitors; further: on the % scale 0 is the no-effect control and ±100 the full control effect
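Pol beta (10 nM) was preincubated with compound for 15 min at room temperature. The reaction was then started with 50 nM substrate and read immediately and after a further 10 min at room temperature.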
BAZ2B block = blocks human BAZ2B | AlphaScreen BAZ2B-H3K14Ac peptide displacement | Potency, µM (titrated, usually from 114 µM), without a hit: at the top dose activity change, negative = inhibition, actives largely listed as inhibitors | 4.4% of 360,000 active; further: on the % scale 0 is the no-effect control and ±100 the full control effect; nearly all actives have a fitted effect of over 60% in size
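AlphaScreen displacement of biotin-H3(5-23)K14Ac peptide (50 nM final) from BAZ2B (50 nM final) in PBS pH 7.4, 0.01% Tween-20; complex preformed 30 min RT, then compounds (top 110 uM) 30 min RT, beads 20 min dark.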
JMJD2A Tudor inh = blocks the human JMJD2A Tudor domain. O75164. AlphaScreen JMJD2A-Tudor / H3K4me3 peptide binding. Potency, µM (doses to about 114 µM), without a hit: top-dose activity change, negative = inhibition, most hits filed as inhibitors. 4.4% of 390,000 active; further: on the % scale 0 is the no-effect control and ±100 the full control effect; nearly all actives have a fitted effect of over 50% in size
POLH inh = DNA polymerase eta (human) inhibition. Q9Y253. recombinant Pol eta, fluorescent DNA replication assay. Potency, µM (top dose mostly 114 µM), for inactives: at the top dose activity change, negative = inhibition, hits mostly inhibitors. 1.2% of 390,000 active. AID 588591; further: on the % scale 0 is the no-effect control and ±100 the full control effect
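Pol eta at 10 nM preincubated with compounds 15 min at room temperature; reaction started with fluorescent substrate (50 nM final) and read kinetically at 0 and 10 min.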
Pol kappa inh = inhibitors of human DNA polymerase kappa; Q9UBT6; purified Pol kappa, fluorescent DNA synthesis assay, 10 min; Potency, µM (titrated, usually from 107 µM), for inactives: top-dose activity, negative = inhibition, actives largely listed as inhibitors; 0.53% of 400,000 active; further: on the % scale 0 is the no-effect control and ±100 the full control effect
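Pol kappa 10 nM + cpd, 15 min RT; start w/ substrate 50 nM final; fluorescence kinetic read, 0 and 10 min. Neg ctrl: buffer, no enzyme.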
G9a block = blocks human histone lysine methyltransferase G9a. G9a H3K9 monomethylation, AlphaScreen, 2 h. Potency, µM (titrated, usually from 102 µM), for the others: at the highest dose activity, negative = inhibition, usual class: inhibitors. 8.8% of 350,000 active; further: on the % scale 0 is the no-effect control and ±100 the full control effect; nearly all actives have a fitted effect of over 75% in size
Target sequence (Q96KQ7 913-1193 limits assumed): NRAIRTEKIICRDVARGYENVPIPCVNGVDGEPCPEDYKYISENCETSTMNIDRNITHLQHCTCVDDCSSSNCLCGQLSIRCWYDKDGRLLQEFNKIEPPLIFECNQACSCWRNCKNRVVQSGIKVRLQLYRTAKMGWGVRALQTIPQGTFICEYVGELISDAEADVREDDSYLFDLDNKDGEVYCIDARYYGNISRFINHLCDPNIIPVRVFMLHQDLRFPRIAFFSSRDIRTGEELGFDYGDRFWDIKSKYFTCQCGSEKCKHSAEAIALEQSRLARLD
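AlphaScreen read-out: biotin-H3K9 peptide (500 nM) methylation by 20 nM enzyme with 20 uM SAM, 2 h at room temperature after 15 min compound preincubation; anti-monomethyl H3K9 antibody plus donor/acceptor beads, 10 min dark.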
APE1 inh = blocks human APE1 abasic DNA cleavage. Potency, µM (top dose mostly 65.8 µM), without a hit: top-dose activity change, negative = inhibition, most hits filed as inhibitors. AID 2517. recombinant APE1, TAMRA/BHQ-2 abasic DNA cleavage fluorescence. 0.35% of 350,000 active. P27695;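 further: plate controls were vehicle for no effect and reference inhibitor for full effect; nearly all actives have a fitted effect of over 55% in size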
Target sequence (P27695 whole entry, looked up): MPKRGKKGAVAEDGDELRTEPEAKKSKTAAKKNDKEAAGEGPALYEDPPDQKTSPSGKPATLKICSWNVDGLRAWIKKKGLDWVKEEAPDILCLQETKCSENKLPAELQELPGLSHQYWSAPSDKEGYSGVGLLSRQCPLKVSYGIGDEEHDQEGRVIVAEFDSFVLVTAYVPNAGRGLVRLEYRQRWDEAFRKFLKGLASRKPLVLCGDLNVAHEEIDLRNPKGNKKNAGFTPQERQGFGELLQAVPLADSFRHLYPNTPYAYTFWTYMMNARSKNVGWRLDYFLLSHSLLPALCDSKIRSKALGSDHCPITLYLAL
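Quantitative HTS: incision of a TAMRA/BHQ-2 double-stranded substrate bearing a tetrahydrofuran abasic site by 0.75 nM APE1 raises fluorescence. Substrate 50 nM final, added after 15 min compound preincubation at room temperature; progress as third-minus-first kinetic read difference.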
BLM inh = Bloom syndrome helicase (human) inhibition; P54132; recombinant BLM DNA unwinding, fluorescence dequenching; Potency, µM (titrated, usually from 56.1 µM), for the others: at the top dose activity change, negative = inhibition, actives largely listed as inhibitors; 0.2% of 350,000 active;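 further: plate controls were vehicle for no effect and no enzyme for full effect; nearly all actives have a fitted effect of over 35% in size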
The depositor's hits bear a star; ? = inconclusive; . = no result given; & = joins results of further samples; ! = repeats disagree; [ ] = another dose, or the depositor's remark. The call rests on the fitted dose curve; in most records, active means well fitted curve in the direction sought with a large enough effect; inconclusive means small, poorly fitted or top-dose-only effect, or another doubt; inactive means no such curve, though single readings can be large; an effect the other way counts as inactive or inconclusive. Potency means the concentration at half of the fitted maximal effect. These rows are one share of the data; the hit share may differ from the screen's.

Labels used below: A = POLI inh; B = POLB inh; C = BAZ2B block; D = JMJD2A Tudor inh; E = POLH inh; F = Pol kappa inh; G = G9a block; H = APE1 inh; I = BLM inh
OC(CNCCc1c[nH]c2ccccc12)C(F)(F)F (stereo unspecified)
  A = 11% | B = 2% | C = 0% | D = -12% | E = 0% | F = -8% | G = . | H = 10% | I = 2%
Cc1ccc(C(=O)NC(O)C(Cl)(Cl)Cl)cc1 (stereo unspecified)
  A = 10% | B = 37% | C = 1% | D = 8%[57.1 µM] | E = -23% | F = -9% | G = -1%[59 µM] | H = 3% | I = 2%
O=C(CCCC1=NS(=O)(=O)c2ccccc2N1)N1CCC2(CC1)OCCO2
  A = -7% | B = -2% | C = 0% | D = -10% | E = -4% | F = 6% | G = 11% | H = -3% | I = 2%
CCOC(=O)Cc1csc(NC(=O)c2c(O)c3ccccc3n(CCC(C)C)c2=O)n1
  A = 56%[activator] | B = 5% | C = -3% | D = 0% | E = 2% | F = -17% | G = . | H = 21% | I = 1%
CC(=O)C(C)=O
  A = 3%[58.9 µM] | B = 5%[57.1 µM] | C = . | D = . | E = 2%[57.1 µM] | F = 2%[60.1 µM] | G = -8%[59 µM] | H = -4%&-4% | I = .
CCOc1ccccc1NC(=O)Cn1c(=O)oc2ccccc21
  A = -20%&26% | B = 20%&-1% | C = 11%&2% | D = -1%&-11% | E = 2%&-12% | F = -6% | G = 12%[0.501 µM] | H = -2% | I = -1%&-7%
O=C1NC(=O)C(=Cc2c(Cl)cccc2Cl)C(=O)N1
  A = -1% | B = . | C = . | D = -6% | E = -3% | F = -21% | G = . | H = . | I = .
Cc1c(C=C2C(=O)N(C)C(=S)N(C)C2=O)c2ccccc2n1CC(=O)NCC1CCCO1 (stereo unspecified)
  A = -7% | B = 4% | C = ? | D = -27% | E = -18% | F = -4% | G = 14µM* | H = 56%[activator] | I = -2%
CCC(C)n1c(O)c(C=NCC2CCCO2)c(=O)[nH]c1=S (stereo unspecified)
  A = 57%[activator] | B = 7% | C = -19% | D = 1% | E = -17% | F = -4% | G = -43% | H = 3% | I = 5%
CC1(C)C(C(=O)N2CCN(c3ccc(Cl)cc3)CC2)C1(C)C
  A = 21% | B = -1% | C = -15% | D = -5% | E = -6% | F = 4% | G = 4% | H = 33% | I = -4%
O=c1[nH]c(=O)n(-c2cccc(F)c2)c(O)c1/C=C1\C=Nc2ccccc21
  A = 14µM* | B = 2% | C = 7% | D = -1% | E = -25% | F = -10% | G = -12% | H = -21% | I = 1%
CCCCn1c(O)c(C(C)=Nc2cccc(C(=O)O)c2)c(=O)[nH]c1=O
  A = -7% | B = 7% | C = -8% | D = -12% | E = -8% | F = 1% | G = 9%[12.7 µM] | H = -4% | I = -5%
COc1cc2c(cc1OC)C13CCN4CC5=CCOC(CC(=O)O)C(C5CC41)C3N2 (stereo unspecified)
  A = 4% | B = . | C = . | D = -13% | E = 17% | F = -15% | G = . | H = . | I = .
CC1CC2(C)C(CCC3C2CCC2(C)C(OP(=O)(N4CC4)N4CC4)CCC32)CC1=O (stereo unspecified)
  A = 27% | B = . | C = . | D = -26% | E = ? | F = -13% | G = . | H = . | I = .
COc1cc2c(cc1OC)-c1c(OC)c(OC)cc3c1[C@H](C2)N(C)CC3
  A = ? | B = 6% | C = -36% | D = ? | E = ? | F = -13% | G = ? | H = -7% | I = 1%
CC(C)CCOP(N)(=O)Oc1ccccc1 (stereo unspecified)
  A = 14% | B = 14% | C = -2% | D = -18% | E = -11% | F = -4% | G = 14% | H = 3% | I = -1%
COc1ccc(-n2c(CN3CCOCC3)nc3ccccc3c2=O)c(OC)c1
  A = -2% | B = 21% | C = 5% | D = -20% | E = -14% | F = -4% | G = . | H = 2% | I = -5%
C[C@]12CCC3C(CC[C@H]4C[C@@H](O)CC[C@]34C)C1C[C@@H](O)[C@]2(C)O (stereo partly specified)
  A = 37%[activator] | B = . | C = . | D = -17% | E = -8% | F = -1% | G = . | H = 32% | I = .
Cc1nn(Cc2ccc(Cl)cc2Cl)c(Cl)c1C(=O)NC1CCCc2ccccc21 (stereo unspecified)
  A = -2% | B = -4% | C = 0% | D = 2% | E = -26% | F = -4% | G = -30%[59 µM] | H = 3% | I = 4%
COc1ccc(CCNCc2ccc(OC)c(OC)c2OC)cc1
  A = -2% | B = -2% | C = 79µM* | D = 3.2µM* | E = -9% | F = -3% | G = 14µM* | H = -4% | I = -2%
NCCCC[C@H](N[C@@H](CCc1ccccc1)C(=O)O)C(=O)N1CCC[C@H]1C(=O)O
  A = 27%&32% | B = 23% | C = -4%&-1% | D = -17%&-10% | E = -9%&-6% | F = 23% | G = 10µM*! | H = 20% | I = -3%
O=[N+]([O-])c1ccc(N2CCOCC2)c2ccncc12
  A = 117%[activator] | B = 65%[activator] | C = -21% | D = -4% | E = -6% | F = -20% | G = ? | H = -8% | I = -8%
Cc1cccc(-c2nc3ccc(C(=O)N4CCC5(CC4)OCCO5)cc3nc2-c2cccc(C)c2)c1
  A = 21% | B = 9% | C = -34% | D = ? | E = -16% | F = -7% | G = 8% | H = -20% | I = -15%
Cc1ccc(NC(=O)COc2ccc(-c3nn(C)c(=O)c4ccccc34)cc2)cc1
  A = -1% | B = ? | C = -37% | D = -19% | E = -18% | F = -15% | G = -5%[59 µM] | H = . | I = -4%
CC#CP(=O)(OCC)C(O)(c1ccccc1)C(F)(F)F (stereo unspecified)
  A = -1% | B = 0% | C = -2% | D = -16% | E = -10% | F = -16% | G = -2%[59 µM] | H = -2% | I = 2%

Pulled by compound from the entries so far:
Labels used below: A = POLI inh; B = POLB inh; C = BAZ2B block; D = JMJD2A Tudor inh; E = POLH inh; F = Pol kappa inh; G = G9a block; H = APE1 inh; I = BLM inh
COc1cc2c(cc1OC)C13CCN4CC5=CCOC(CC(=O)O)C(C5CC41)C3N2 (stereo unspecified)
  A = 4% | B = . | C = . | D = -13% | E = 17% | F = -15% | G = . | H = . | I = .
C[C@]12CCC3C(CC[C@H]4C[C@@H](O)CC[C@]34C)C1C[C@@H](O)[C@]2(C)O (stereo partly specified)
  A = 37%[activator] | B = . | C = . | D = -17% | E = -8% | F = -1% | G = . | H = 32% | I = .

(next part)
Labels used below: A = POLI inh; B = POLB inh; C = BAZ2B block; D = JMJD2A Tudor inh; E = POLH inh; F = Pol kappa inh; G = G9a block; H = APE1 inh; I = BLM inh
CCOC(=O)c1c(C)n(Cc2ccc(F)cc2)c2ccc(O)cc12
  A = -16% | B = 4% | C = -32% | D = ? | E = -9% | F = -3% | G = -18%[12.7 µM] | H = 12% | I = -14%
COc1ccc(CNC(C)Cc2cccs2)cc1 (stereo unspecified)
  A = 194%[activator] | B = 17% | C = -1% | D = -15% | E = -13% | F = -2% | G = 37% | H = 12% | I = 3%
COc1ccccc1-n1c(O)c(/C=N/NC(=S)Nc2ccccc2)c(=O)[nH]c1=S
  A = ? | B = 1% | C = ? | D = ? | E = -6% | F = -18% | G = . | H = -6% | I = 1%
O=C(O)c1nonc1-c1nonc1C(=O)O
  A = -7% | B = -20% | C = 8% | D = -9% | E = -7% | F = -2% | G = -18%[12.7 µM] | H = 4% | I = 1%
CCCS(=O)(=O)N1CCC(C(=O)N2CCC3(CC2)OCCO3)CC1
  A = 23% | B = 2% | C = -22% | D = 11% | E = -18% | F = 2% | G = -30% | H = -6% | I = 6%
Cc1ccc(N)cc1N
  A = 7% | B = . | C = -32% | D = 1% | E = -1% | F = 5% | G = 6%[0.501 µM] | H = -3%&-4% | I = .
O=c1c2ccccc2nc(-c2ccccc2Cl)n1-c1cccc(O)c1
  A = -28% | B = 8% | C = 5% | D = -17% | E = -8% | F = -6% | G = 18% | H = -13% | I = -5%
CC(O)(CS(=O)(=O)c1ccccc1)C(=O)Nc1ccc(C(F)(F)F)cc1 (stereo unspecified)
  A = ? | B = 1% | C = 2% | D = -9% | E = -11% | F = 1% | G = -4%[0.0925 µM] | H = 13% | I = -5%
C=C1C2CC[C@@]3(C)C(c4ccoc4)OC(=O)C[C@@]13OC1CC(=O)C(C)(C)C(C(OC(C)=O)C(=O)OC)[C@@]12C (stereo partly specified)
  A = . | B = . | C = . | D = . | E = . | F = -9%[60.1 µM] | G = -28%[2.33 µM] | H = -1% | I = 3%
CC[C@H]1CN(C)C[C@@]2(C(=O)OC)Cc3c([nH]c4ccccc34)C(=O)C[C@@H]12
  A = 21% | B = . | C = . | D = -7% | E = -17% | F = 2% | G = . | H = . | I = .
COC(=O)C1=C(c2ccc(OC)c(OC)c2)C[C@@H]2CC[C@H]1N2C(=O)N1CCCCC1
  A = 14% | B = . | C = 7% | D = -17% | E = -2% | F = -2% | G = 14%[0.501 µM] | H = 0% | I = .
CCCCCCCCCC(=O)O[C@H]1CC[C@H]2[C@@H]3CCC4=CC(=O)CC[C@@H]4[C@H]3CC[C@]12C
  A = . | B = . | C = . | D = . | E = . | F = -10%[60.1 µM] | G = 40%[59 µM] | H = 16% | I = -4%
Cc1[nH]c2ccc(OC(=O)N3CCOCC3)cc2c1C(=O)OC(C)C
  A = 29% | B = 29% | C = 9% | D = -4% | E = -5% | F = 6% | G = 22%[12.7 µM] | H = -1% | I = 0%
O=C(O)c1ccccc1SSc1ccccc1C(=O)O
  A = ? | B = ? | C = -4% | D = 2% | E = -8% | F = -11% | G = 28µM* | H = 14% | I = -9%
CCCN1CCC[C@H](c2cccc(O)c2)C1
  A = -25% | B = 12%[57.1 µM] | C = -2% | D = -17% | E = -6% | F = -8%[60.1 µM] | G = ? | H = 11%&32% | I = .
CCOC(=O)N(C)c1ccc(C(O)(C(=O)OC)C(F)(F)F)cc1 (stereo unspecified)
  A = 8% | B = 37% | C = 1% | D = 9% | E = -22% | F = -3% | G = 4%[59 µM] | H = 21% | I = 6%

Some entries already given, limited to APE1 inh, BAZ2B block and BLM inh.
Structure | APE1 inh | BAZ2B block | BLM inh
COc1ccccc1-n1c(O)c(/C=N/NC(=S)Nc2ccccc2)c(=O)[nH]c1=S | -6% | ? | 1%
O=C(O)c1nonc1-c1nonc1C(=O)O | 4% | 8% | 1%
